# Source: PubChem
# OX1R antag-1 – human HCRTR1 antagonism; O43613; AID 434989; inhibition, % at 5 µM; CHO/OX1R cells, Fluo-8 calcium fluorescence, orexin A; 330,000 tested, 0.43% active;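 active = inhibition above its plate's threshold, mean inhibition of all tested compounds on the plate plus 3 SD, cut at about 37% in these data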;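 also: 0% = orexin A challenge wells and 100% = SB-334867-A antagonist wells; not every result past the cut was called active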
# Target sequence (O43613 whole entry, looked up): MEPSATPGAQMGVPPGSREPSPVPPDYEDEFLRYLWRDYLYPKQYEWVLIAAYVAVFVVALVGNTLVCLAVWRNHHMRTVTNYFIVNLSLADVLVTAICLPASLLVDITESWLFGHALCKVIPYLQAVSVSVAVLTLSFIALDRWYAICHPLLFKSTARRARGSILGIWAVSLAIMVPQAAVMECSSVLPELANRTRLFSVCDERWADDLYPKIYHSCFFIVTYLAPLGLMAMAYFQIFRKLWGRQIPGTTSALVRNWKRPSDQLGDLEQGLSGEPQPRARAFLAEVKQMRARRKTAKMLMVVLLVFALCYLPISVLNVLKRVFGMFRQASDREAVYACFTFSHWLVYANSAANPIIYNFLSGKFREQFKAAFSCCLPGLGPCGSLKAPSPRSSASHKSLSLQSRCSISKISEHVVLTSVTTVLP
# OX1R antag-2 – antagonists of human orexin 1 receptor (OX1R) | OX1R-expressing cells, FRET antagonist read-out | inhibition, % at 6.6 µM | 330,000 tested, 1.8% active | AID 485270; in the data active = inhibition mostly above about 38%, no sharp cut-off; inactive = mostly below about 40%;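 also: 0% = agonist challenge alone and 100% = reference antagonist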
# * = called active by the depositor.
# A first look:
OX1R antag-1	OX1R antag-2	compound
-1	-2	COc1ccc(-c2cc3c(=O)n(CC(=O)NCCCN4CCC(N5CCCCC5)CC4)nc(C)n3n2)cc1
-19	10	Cc1ccc(-c2csc(NC(=O)c3ccc(Br)cc3)c2C(=O)O)cc1
-23	9	CCC1(CC)Cc2ccccc2C(Nc2c(C)n(C)n(-c3ccccc3)c2=O)=N1
-20	12	N#Cc1cccc(NC(=O)CNc2cccc(S(=O)(=O)N3CCCCC3)c2)c1

# The list itself, from the first entry:
OX1R antag-1	OX1R antag-2	compound
-1	-2	COc1ccc(-c2cc3c(=O)n(CC(=O)NCCCN4CCC(N5CCCCC5)CC4)nc(C)n3n2)cc1
-19	10	Cc1ccc(-c2csc(NC(=O)c3ccc(Br)cc3)c2C(=O)O)cc1
-23	9	CCC1(CC)Cc2ccccc2C(Nc2c(C)n(C)n(-c3ccccc3)c2=O)=N1
-20	12	N#Cc1cccc(NC(=O)CNc2cccc(S(=O)(=O)N3CCCCC3)c2)c1
-17	8	Cn1nc(C(=O)NNC(=O)C2CSC3(C)CCC(=O)N23)c2ccccc2c1=O (stereo unspecified)
-35	4	N#CCC(CNc1ncc(C(F)(F)F)cc1Cl)OC(=O)c1ccc(Cl)cc1Cl (stereo unspecified)
-8	16	Cn1nccc1C(=O)N1CCN(c2cccc(Cl)c2)CC1
41	20	CCOC(=O)c1sc(N)nc1C(C)(C)C
-15	0	CCN(CC)S(=O)(=O)c1ccc(N2CCOCC2)c(NC(=O)C(C)Oc2ccc(F)cc2)c1 (stereo unspecified)
3	17	NC1(C#Cc2ccc3c(=O)c4ccccc4sc3c2)CCCCC1
-9	4	CCOP(=O)(OCC)C(NC(=O)Nc1ccc(C)c(Cl)c1)c1ccccc1 (stereo unspecified)
-33	10	O=C(NCCN1CCOCC1)c1ccccc1N1C(=O)[C@@H]2Cc3c([nH]c4ccccc34)C(c3ccc(F)cc3)N2C1=O (stereo partly specified)
-25	13	CCN(CC)S(=O)(=O)c1ccc(N2CCCC2)c(NC(=O)c2ccccc2OC)c1
-19	5	Cc1ccc(CN2C(=O)C3CCCN3c3ccc(C#N)cc32)cc1 (stereo unspecified)
-18	15	O=C(CSc1nnc(NC(=O)c2ccccc2F)s1)NC1CCCC1
-3	26	CCc1ccc(C2C(C#N)=C(N)SC(N)=C2C#N)cc1
8	12	CC1CCN(C(=O)CSc2nnc(-c3ccncc3)n2C)CC1
-22	4	COc1ccccc1NC(=O)CSc1nnc(CSc2nc(C)cc(C)n2)o1
-7	9	O=C(CN1CCN(c2ccc(F)cc2)CC1)NC(=O)NCc1ccco1
-23	25	C=C(C)Cn1c(-c2ccccc2)nc2ccccc21
-24	15	COCCN(C(=O)c1csnn1)C(C(=O)NC1CCCC1)c1ccccc1 (stereo unspecified)
-6	22	COC(=O)C1CCN(C(=O)/C=C/c2ccc(OC)cc2)CC1
-7	12	Cc1ccccc1C(=O)Nc1ccnn1C1CCN(Cc2ccccn2)CC1
-4	6	Cc1ccc(S(=O)(=O)N2CCN(C(=O)c3ccccn3)CC2)cc1
-8	24	Cc1cccc(NC(=O)CSc2nnnn2C)n1
-27	10	COc1ccc(/C=C/C(=O)NC(=S)N2CCN(c3ccccc3OC)CC2)cc1
-32	-1	Cc1ccc(C)c(OC(=O)c2cccnc2Cl)c1C
-26	19	COc1ccccc1/C=C(/C(=O)OCC(=O)Nc1ccccc1C(C)C)c1ccccc1
-1	34	COC(=O)c1ccc(C2=NOC(C)(c3nnc(Cc4ccccc4)o3)C2)cc1 (stereo unspecified)
-17	13	O=C(Cn1c2[n+](c3ccc(C(F)(F)F)cc31)CCCCC2)Nc1ccc(Br)cc1
-16	6	CCC(C)c1ccccc1OCCOCCN1CCCC1 (stereo unspecified)
0	28	O=S(=O)(Nc1ccc2cn[nH]c2c1)c1ccc(Cl)s1
-53	36	CCCCN(CC)c1nc(-c2ccncc2)nc2ccccc12
-30	17	COc1cccc(C(=O)N2c3ccccc3Sc3ccccc32)c1
-47	17	COc1ccc(/C=C/C(=O)N2c3ccccc3Sc3ccc(C(F)(F)F)cc32)cc1
-36	16	COC(=O)c1ccccc1NC(=O)C1CCN(C(=O)c2cc(OC)c(OC)c(OC)c2)CC1
-12	7	COCCn1c(SCC(N)=O)nnc1-c1c[nH]c2ccccc12
-12	14	COc1ccc([N+](=O)[O-])cc1N(CC(=O)N1CCOCC1)S(C)(=O)=O
-3	7	O=C(Cc1cccs1)N1CCCC(c2nc(-c3ccc(S(=O)(=O)N4CCCC4)cc3)no2)C1 (stereo unspecified)
-12	12	Cn1c(N)c(C#N)c2c(c1=S)COC(C)(C)C2
-3	4	O=C(O)CC1(CC(=O)Nc2ccc(F)cc2F)CCCCC1
-21	7	CCCN1C(=O)/C(=C2\SC(=S)N(c3c(C)n(C)n(-c4ccccc4)c3=O)C2=O)c2ccccc21
-13	9	CC(=O)Nc1ccc(N2C(=O)CSC2c2c(F)cccc2Cl)cc1 (stereo unspecified)
-10	14	COc1ccc(N(CC(=O)N2CCCC(C)C2)S(=O)(=O)c2c(C)nn(C)c2C)cc1 (stereo unspecified)
-29	13	O=C(CCC1CCCN(C(=O)c2ccc3c(c2)OCO3)C1)N1CCN(c2ccccn2)CC1 (stereo unspecified)
-41	10	Cc1oc(-c2ccccc2)nc1CS(=O)CC(=O)N1CCc2ccccc2C1 (stereo unspecified)
-24	8	Cc1nn(-c2nc3ccccc3s2)c(N)c1Sc1ccc(F)cc1
-20	24	Cc1cc(C)c(C)c(S(=O)(=O)N2CCN(C(=O)c3cc(=O)[nH]c4ccccc34)CC2)c1C
-19	11	O=C(Nc1ncccn1)c1cc(-c2ccc(F)cc2)nc2ccccc12
-31	-1	CCn1c(C(=O)N2CCC(C(=O)NCc3cccs3)CC2)cc2sccc21

# Record cards, as listed above. Order of values: OX1R antag-1, OX1R antag-2
# `O=C(O)CC1(CC(=O)Nc2ccc(F)cc2F)CCCCC1` as listed: -3, 4
# `Cc1nn(-c2nc3ccccc3s2)c(N)c1Sc1ccc(F)cc1` as listed: -24, 8
# `O=C(Nc1ncccn1)c1cc(-c2ccc(F)cc2)nc2ccccc12` as listed: -19, 11
# `Cc1oc(-c2ccccc2)nc1CS(=O)CC(=O)N1CCc2ccccc2C1` (stereo unspecified) as listed: -41, 10
# `Cc1cc(C)c(C)c(S(=O)(=O)N2CCN(C(=O)c3cc(=O)[nH]c4ccccc34)CC2)c1C` as listed: -20, 24

# (list continues)
OX1R antag-1	OX1R antag-2	compound
4	3	O=C(NCc1cccnc1)c1cnn2ccccc12
-19	12	Cc1ccc(C(=O)CCNc2cccc(Br)c2)o1
-11	25	Cc1ccccc1C(=O)NC(=S)NCC(=O)c1ccccc1
77*	2	COc1cc(-c2n[nH]c(=S)n2/N=C/c2cccn2C)cc(OC)c1OC
-13	11	O=C(CCn1c(=S)[nH]c2ccccc2c1=O)N1CCOCC1
42	68*	CCCCNc1c(-c2ccc(SC(C)CC)c(OC)c2)nc2ccc(C)cn12 (stereo unspecified)
-12	0	COCCNC(=O)CN(C(=O)CCC(=O)Nc1cc(C)on1)c1ccccc1C
-22	11	CN(C)CCC#CC1(O)c2ccccc2-c2ccccc21
-31	11	COc1ccc(C(=O)NCC(C)C)c(OC)c1
-4	10	O=C(CCSCc1ccccc1)Nc1ccc2c(c1)OCCO2
-7	1	COC(=O)CNC(=O)COC(=O)/C=C/c1ccc(F)cc1
-6	23	C/C(=N\NC(=S)Nc1c(C)cccc1C)c1ccc(OC(F)F)cc1
-5	2	Cc1cccc(N2CCN(C(=O)c3noc4c3COc3ccc(C)cc3-4)CC2C)c1 (stereo unspecified)
-24	9	CCN(c1ccccc1)S(=O)(=O)c1cc2c(cc1C)NC(=O)CO2
-12	24	COc1ccc(OC)c([N+](=O)[O-])c1C(N)=O
-14	7	CCCN(C(=O)COC(=O)C12CCC(=O)N1c1ccccc1S2)c1c(N)n(Cc2ccccc2)c(=O)[nH]c1=O (stereo unspecified)
-24	28	COc1cc(C(=O)NCC(c2ccco2)N2CCc3ccccc32)cc(OC)c1OC (stereo unspecified)
-19	7	COc1ccc(S(=O)(=O)NCc2cccnc2)cc1C
-9	4	Cc1ccc(-n2c(=O)cc(N3CCc4ccccc4C3)[nH]c2=O)cc1
1	18	O=C1CCCC(=O)C1=Cc1c[nH]c2ccccc12
-17	9	O=C(NCc1ccccn1)c1cccc(S(=O)(=O)N2CCc3ccccc32)c1
-3	36*	O=C(N/N=C/c1ccc([N+](=O)[O-])o1)C(O)c1ccccc1 (stereo unspecified)
-30	0	COC(=O)c1c(NC(=O)C2CCCCC2)sc2c1CCN(C(C)C)C2
7	6	CC(=O)Nc1ccc(NC(=O)Cn2c(CC(=O)N3CCCC3)nc3ccccc32)cc1
-40	21	COc1ccc(CCNC(=O)CSc2nc(N)c(C#N)c(-c3cccs3)c2C#N)cc1OC
-16	6	CN1CCN(C(=O)/C=C/c2c(F)cccc2Cl)CC1
-6	22	COc1cccc(C(=O)O/N=C(\N)c2ccccn2)c1
-15	14	Cc1sc2nc(-c3ccccc3)oc(=O)c2c1C
-16	21	Cc1ccccc1C(=O)NNC(=O)c1ccc2nc[nH]c2c1
-14	-3	Cc1ccc(-c2nc3cnccn3c2Nc2ccc3c(c2)OCO3)cc1
-7	10	Cc1cccc(NC(=S)N2CCCCC2c2cccnc2)c1C (stereo unspecified)
-5	2	Cc1ccc(C)c(S(=O)(=O)NCc2ccc(C(=O)N3CCOCC3)cc2)c1
-13	21	CSc1nnc2c(n1)c(C)nn2-c1cccc(C)c1
2	38*	NN1C(=O)/C(=C2/Sc3ccccc3N2CCCS(=O)(=O)O)SC1=S
-6	18	Cc1cc(C(=O)NCCN2CCOCC2)ccc1[N+](=O)[O-]
2	33	O=C(OCc1cnc(Cl)s1)c1cccc(Cl)c1
-31	25	Cc1ccc(CN2CCN(Cc3cc4ccccc4o3)CC2CCO)cc1 (stereo unspecified)
-4	-7	NS(=O)(=O)c1cccc(NC(=O)CN2CCCc3ccccc32)c1
2	71*	O=C(Nc1cccc(-c2cn3ccccc3n2)c1)c1cccs1
-13	23	Cc1ccc(Nc2n[nH]c(C)c2[N+](=O)[O-])cc1C
-13	15	COc1ccc(N2CCN(C(=O)[C@H](C)NC(=O)c3ccccc3Cl)CC2)cc1
-32	24	CN(C)c1cccc(C(=O)Nc2cc(C(F)(F)F)ccc2-n2cnc3ccccc32)c1
-18	9	CCOc1cccc(/C=N/NC(=O)c2cccnc2)c1O
15	4	CC(=O)C1=C(O)C(=O)N(CCC(=O)O)C1c1ccccc1Cl (stereo unspecified)
-11	3	O=C(O)c1cc2ccc3ccccc3c2[nH]1
-43	8	CCN(CC)c1ccc(/C=N/NC(=S)NCc2ccc(OC)cc2)cc1
-5	11	C[C@]12CC[C@@H]3c4cc(O)c(O)cc4CC[C@H]3[C@@H]1CC[C@@H]2O
-24	19	COc1ccc(NC(=O)CN(C)C(=O)c2sc3cc(Cl)ccc3c2Cl)cc1
-3	6	COCCN=C(NS(=O)(=O)c1cccs1)c1ccccc1Cl
-16	14	COc1ccc(NC(=S)NN2CCOCC2)cc1OC

# Additional records:
OX1R antag-1	OX1R antag-2	compound
-8	30	CCN(CC)c1ccc(NC(=S)NCC2CCCO2)cc1 (stereo unspecified)
-19	4	CCOC(=O)c1c(NC(=O)CSC(=S)N2CCOCC2)sc(C)c1C
-5	7	CC(C)N=C(Nc1ccccc1)c1cccnc1
-10	10	Cc1ccc(C(=O)NNC(=O)c2ccncc2)cc1C
-24	45	COc1ccc(C(=O)NC(=S)NC2CCCCC2)cc1
8	8	CCn1c(COc2ccccc2)nnc1SCC(=O)Nc1cc(C)ccc1OC
-18	13	COc1ccc(CNS(=O)(=O)c2cc(-c3cc(C)no3)ccc2OC)cc1OC
5	4	O=C1NC(=O)/C(=C/c2ccc(OS(=O)(=O)c3ccc(F)cc3F)cc2)N1
-22	15	Cc1cc(C)c2nc(NNC(=O)c3cc(-c4cccs4)nc4ccccc34)sc2c1
-10	19	CCN(CC)C(=O)C1CCN(S(=O)(=O)c2ccc(-n3cnnn3)cc2)CC1

# Single entries from the results shown.
# Cc1sc2nc(-c3ccccc3)oc(=O)c2c1C in OX1R antag-1 has -15
# Cc1ccc(-n2c(=O)cc(N3CCc4ccccc4C3)[nH]c2=O)cc1 in OX1R antag-2 has 4
# NC1(C#Cc2ccc3c(=O)c4ccccc4sc3c2)CCCCC1 in OX1R antag-1 has 3
# Cc1ccc(S(=O)(=O)N2CCN(C(=O)c3ccccn3)CC2)cc1 in OX1R antag-2 has 6
# CN(C)CCC#CC1(O)c2ccccc2-c2ccccc21 in OX1R antag-2 has 11
# CCCCNc1c(-c2ccc(SC(C)CC)c(OC)c2)nc2ccc(C)cn12 (stereo unspecified) in OX1R antag-2 has 68*

# Additional compounds
OX1R antag-1	OX1R antag-2	compound
-23	31	COc1cc(C(C(=O)NC2CCCC2)N(C(=O)Cc2cccs2)C2CC2)cc(OC)c1OC (stereo unspecified)
-38	32	O=C(Nc1nc2ccccc2[nH]1)c1ccc(F)c(S(=O)(=O)N2CCOCC2)c1
-12	38	Cc1cc(Br)ccc1NC(=O)CNC(=O)CN1C(=O)NC2(CCCCCC2)C1=O
-8	21	O=S(=O)(Nc1cccc(Br)c1)c1cccc2nsnc12
-15	16	CC(Sc1n[nH]c(=O)n1Cc1ccccc1)C(=O)NC1CCCCC1C (stereo unspecified)
-5	15	O=C(CSc1nnc(-c2cccnc2)o1)c1cc2ccccc2oc1=O
-2	12	N#Cc1ccc(NCC(=O)Nc2ccc3c(c2)OCCO3)cc1

# Looked up one by one from the list above, four records:
OX1R antag-1	OX1R antag-2	compound
-8	21	O=S(=O)(Nc1cccc(Br)c1)c1cccc2nsnc12
-2	12	N#Cc1ccc(NCC(=O)Nc2ccc3c(c2)OCCO3)cc1
-23	31	COc1cc(C(C(=O)NC2CCCC2)N(C(=O)Cc2cccs2)C2CC2)cc(OC)c1OC (stereo unspecified)
-12	38	Cc1cc(Br)ccc1NC(=O)CNC(=O)CN1C(=O)NC2(CCCCCC2)C1=O
